Screens deposited in PubChem by several laboratories.
NS3 helicase inh = blocks Hepatitis C virus NS3 helicase unwinding; NS3 helicase DNA unwinding, Cy5 molecular beacon fluorescence; inhibition, % at 10.9 µM; actives 0.56% (n = 290,000); AID 1800;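 active = inhibition above the mean of all tested compounds plus 3 SD, set per campaign, cut at about 35% in these data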;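 note: 0% = DMSO wells and 100% = thioflavine S control wells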
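Test system: hepatitis C virus NS3 helicase domain fragment enzyme. Also added: annealed dual-labelled DNA beacon duplex, ATP-started. Timing: 60 min unwinding reaction at 25 °C after ATP addition. Technique: Cy5 fluorescence. Measure: % inhibition of unwinding.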
IMP-1 inh = blocks Pseudomonas aeruginosa IMP-1 metallo-beta-lactamase; purified IMP-1, nitrocefin hydrolysis, epi-absorbance fluorescence; inhibition, % at 5.6 µM; actives 0.45% (n = 290,000); AID 1556;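 active = inhibition above the mean plus 3 SD of all compounds in the same screening run, cut at about 4.5% in these data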;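 note: 0% = IMP-1 with DMSO and 100% = DMSO wells lacking enzyme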
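Test system: recombinant IMP-1 enzyme, purified / Medium: HEPES buffer pH 7.1 with ZnSO4 and Brij 35 / Doses: single dose, 5.6 µM / Times: 25 °C, 15 min preincubation, 25 min reaction / Detection: Epi-absorbance via hydrolysed-nitrocefin quenching of white-plate fluorescence, 480/530 nm, EDTA stop / Evaluation: percent inhibition from optical density relative to buffer-blank wells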
M18AAP inhibitor = PfM18AAP enzyme inhibition; inhibition, % at 7.35 µM; actives 1.2% (n = 290,000); recombinant PfM18AAP, H-Glu-NHMec fluorogenic cleavage;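 active = inhibition above the campaign mean inhibition over all tested compounds plus 3 SD, cut at about 28% in these data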;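 note: 0% = plate median of test compound wells and 100% = 2 mM ZnCl2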
DNA FID counter = counter-screen for HCV NS3 helicase inhibitors: DNA intercalator displacement. DNA fluorescent intercalator displacement, fluorescence. inhibition, % at 7.9 µM. actives 0.17% (n = 290,000); in the data active = inhibition above about 37%;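 note: 0% = vehicle and 100% = reference compound; higher means more ethidium bromide displaced from hairpin DNA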
IDE inh = cellular human IDE inhibition; P14735; HEK cells, FAbetaB cleavage, fluorescence polarization; actives 0.41% (n = 320,000); inhibition, % at 5.59 µM;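 active = percent inhibition above the average of all tested compounds plus 3 SD, set per screening campaign, cut at about 16% in these data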;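 note: IDE supplied by intact live HEK cells; FP after avidin binding of uncleaved biotin substrate so inhibition keeps polarization high; 0% = DMSO wells and 100% = 60 µM reference IDE inhibitor Ii1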
IDE cell activ = IDE (human) activation, cell-based; P14735; HEK cells, FAbeta-B cleavage, fluorescence polarization; 0% vehicle, 100% cell-free pure enzyme wells; activation, % at 5.96 µM; actives 0.073% (n = 340,000);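 active = activation above the mean of all tested compounds plus 3 SD, set per screening campaign, cut at about 17% in these data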
UBC9 SUMO inh = SUMOylation inhibition | P63279 | HTRF SUMOylation assay, SAE1/SAE2 + UBC9, in vitro | inhibition, % at 35 µM | actives 0.36% (n = 290,000) | AID 2006; in the data active = inhibition above about 50%, passing the limit was not always enough; note: strong numbers were not always called active
Target sequence (P63279 whole entry, looked up): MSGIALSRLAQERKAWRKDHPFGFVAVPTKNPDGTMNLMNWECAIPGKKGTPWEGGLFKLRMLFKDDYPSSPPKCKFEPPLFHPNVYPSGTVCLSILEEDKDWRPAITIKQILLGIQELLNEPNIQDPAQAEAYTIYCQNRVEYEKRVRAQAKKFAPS
pCIP destab = compounds decreasing mouse p/CIP protein stability; actives 0.01% (n = 290,000); F442A p/CIP-EGFP cells, EGFP fluorescence, 16 h; Q05BA5; decrease of EGFP signal, % at 10 µM;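 active = EGFP signal decrease of at least 30% at 10 µM or well 3 SD below plate mean, unless failing retest; inactive = the rest, including hits failing retest or dose response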; note: some compounds called inactive have numbers as strong as hits; many of its hits are not listed in these tables
VIM-2 inhibitor = blocks Pseudomonas aeruginosa VIM-2 metallo-beta-lactamase. purified VIM-2, nitrocefin hydrolysis, epi-absorbance fluorescence. inhibition, % at 5.6 µM. AID 1527. actives 0.89% (n = 290,000);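 active = inhibition above the mean of all tested compounds plus 3 SD, cutoff set per screening run, cut at about 7.5% in these data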;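 note: red hydrolysis product quenches plate fluorescence so inhibitors raise well fluorescence; 0% = enzyme with DMSO and 100% = DMSO without enzyme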
The depositor's hits bear a star; · = no result given.

SMILES	NS3 helicase inh	IMP-1 inh	M18AAP inhibitor	DNA FID counter	IDE inh	IDE cell activ	UBC9 SUMO inh	pCIP destab	VIM-2 inhibitor
Nc1cc2nc[nH]c2cc1N	12	0.7	-9	16	·	0	7	-3	0.8
CCCCn1[nH]c(-c2ccccc2)cc1=O	10	-3.0	30*	-6	-1	6	80*	-15	-3.5
COc1cccc(OCc2cc(C(=O)N(C)C3CCOCC3)no2)c1	1	-1.3	-7	-21	4	4	2	1	-2.1
CCCCCCNC(=O)c1c(O)c2cccc3c2n(c1=O)CCC3	-7	-2.9	-1	0	-2	7	0	-11	-3.4
CC(C)C[C@H]1CN=C(Nc2ccccc2)N1CCCC1CCCCC1	-85	-2.0	2	6	3	6	-7	2	-0.1
COC(=O)CN1C(=O)COc2ccc(S(=O)(=O)N3CCCC3)cc21	6	-0.3	1	-13	2	0	6	6	1.0
O=C(NCCN1CCCC1=O)C1CCC(=O)N(CCc2ccc(Cl)cc2)C1 (stereo unspecified)	16	-0.6	7	-21	-3	7	-4	3	-2.2
COc1cc(C(F)(F)F)c(C(=O)N(C)Cc2cc(Cl)cc(Cl)c2)cn1	-13	1.1	3	-30	2	6	13	1	-1.6
COc1cccc(-c2csc(NNC(=O)c3cccs3)n2)c1	14	-4.2	18	-6	8	·	-7	-12	-5.0
NC(=O)CSc1nc2sc(-c3ccccc3)cc2c(=O)n1N	5	-1.6	-1	-2	8	-6	16	-9	0.0
CCC(=O)Nc1ccc2c(c1)ncn2-c1ccccc1	3	-0.2	-14	-3	9	-3	20	-5	0.2
CCOc1ccc(-c2nnc(-c3ccncc3)o2)cc1OCC	3	-1.0	3	-19	0	4	16	-10	24*
CCN(CC)C(=O)CCC(=O)Nc1ccc(C(=O)OC)cc1	-1	-4.0	-11	0	4	9	-3	-11	-2.2
Cc1cc(NC(=O)CSCc2nc(-c3cccc(F)c3)oc2C)no1	-8	-4.4	-11	-16	1	7	5	1	-5.3
O=C(NC(=S)Nc1cc(Cl)ccc1N1CCOCC1)c1ccc(-c2cccc(Cl)c2)o1	-1	-2.0	-4	0	9	7	-6	6	0.3
CCOC(=O)c1ccc(Nc2c(CC)c(C)nc3ncnn23)cc1	-1	-2.8	-6	-15	3	-2	26	-8	-1.5
COC(=O)c1nc(-n2nc(C)cc2C)ccc1Cl	8	-0.1	4	-2	-2	3	21	-5	-1.3
CCOC(=O)C1(Cc2cccc(F)c2)CCN(C(=O)Cc2cccnc2)CC1	3	-1.6	2	-23	0	5	9	10	-1.4
CCOc1ccccc1NC(=O)CN1C(=O)C(=O)N(Cc2ccco2)C1=O	9	-2.6	-2	-2	6	-2	0	2	-2.1
Nc1nonc1-n1nnc(C(=O)N/N=C/c2ccc(OCc3ccccc3)cc2)c1CN1CCCCC1	-29	-1.0	-9	-9	-2	-3	0	-9	-0.7
C1=CN2CCC1C(c1ccccc1)C2 (stereo unspecified)	-9	-1.2	-15	5	-5	13	1	4	2.6
Cc1n[nH]c(=S)n(NC(=O)/C=C/C(=O)Nn2c(=S)[nH]nc(C)c2=O)c1=O	2	1.4	35*	1	·	2	99*	3	-1.9
CC(C)(C)OC(=O)N1CCC(CNC(=O)c2ccc(F)cc2)CC1	-3	0.4	-5	-30	9	-5	32	-2	-0.4
Cc1ccc(S(=O)(=O)CCC(=O)OCC(=O)NC(N)=O)cc1	-10	-2.2	-2	-4	-2	-1	3	-19	-1.9
CN1CCN(CCC2Oc3cc([N+](=O)[O-])ccc3NC2=O)CC1 (stereo unspecified)	8	0.9	-9	4	3	2	10	-8	0.7
Cc1cccc2cc(C#N)c(SCC(=O)N3CCC(C)CC3)nc12	0	-0.6	6	-14	4	6	-8	-6	0.9
Cn1ncc(Cl)c1C(=O)Nc1ccc2c(c1)CCC2	-8	0.1	-1	-12	0	4	1	-4	-1.0
CCOc1ccccc1N(CC(=O)N1CCCC1)S(C)(=O)=O	-1	-1.9	-13	-3	0	-3	12	-4	-0.4
C/C(=N\NC(=O)C(=O)Nc1c(C)n(C)n(-c2ccccc2)c1=O)c1ccc(Cl)s1	0	-2.8	8	-12	3	2	8	-2	-3.9
CCc1ccccc1N(CC(=O)NCC1CCCO1)C(=O)CCC(=O)Nc1nccs1 (stereo unspecified)	3	-4.4	0	-37	-3	3	6	-3	-0.6
CCOC(=O)c1cc2c(s1)-c1c(C)cccc1OC2	8	-2.0	-1	0	4	2	10	2	-1.4
O=C1c2cccc3cccc(c23)C(=O)N1OS(=O)(=O)c1ccccc1	5	-1.2	-10	0	-1	8	13	-7	0.8
COC(=O)c1cc(NC(=O)/C=C/c2ccc3c(c2)OCO3)cc(C(=O)OC)c1	-1	-2.1	1	-3	-3	2	25	-11	-3.4
COc1ccc(CN(CCC#N)CCC2(c3ccccc3)CC(C)N(C)CC2C)cc1OC (stereo unspecified)	-6	-3.6	1	11	-2	3	13	2	-1.4
CN1CCN(c2nc(-c3ccccc3)ncc2S(C)(=O)=O)CC1	-7	-4.1	-7	-5	11	2	-10	1	0.6
Cc1cc(Oc2ccc(-c3ccccc3)cc2)n2ncnc2n1	5	-2.9	-3	-17	-2	10	18	11	-2.3
COc1ccc(CCN(C)C/C=C/c2ccccc2)cc1OC	-9	0.6	1	3	·	-1	2	-3	-0.5
Cc1cc(C)cc(NC(=O)C2C3C=CC(O3)C2C(=O)O)c1 (stereo unspecified)	13	-3.2	3	7	-1	3	6	-9	-0.8
C/C(=N\NC(=O)COc1cccc(C)c1)c1ccc2ccccc2c1O	1	-3.7	25	-17	·	-1	21	-1	-7.3
CSc1ccc(S(=O)(=O)NCc2ccc(C)cc2)cc1	-7	-4.0	1	-8	6	-2	6	2	-0.7
O=C(O)c1nn(-c2ccccc2C(F)(F)F)cc1O	7	-2.7	17	-1	3	8	17	-4	-1.8
CCOc1c2ccc(C(=O)NCC34CC5CC(CC(C5)C3)C4)cc2nn1CC	-2	-2.8	0	-28	3	-5	28	-13	-3.6
COc1ccc(CNC(=O)[C@H](C)NC(=O)[C@@H]2Cc3ccccc3CN2)cc1	-1	-1.3	-9	1	1	5	21	-8	-1.0
Cc1cc2nc(-c3ccc(NC(=O)C(C)C)cc3)oc2cc1C	-3	-2.1	-14	-8	0	2	35	-12	-1.6
CCOC(=O)C1CCCN(Cc2nc(N)nc(Nc3ccc(Cl)cc3)n2)C1 (stereo unspecified)	-16	-3.3	4	-8	2	-1	16	2	-4.2
C=C(C)c1cccc(C(C)(C)NC(=O)N2CCN(c3ccccc3)CC2)c1	9	-3.0	-2	-10	7	3	7	-6	-2.7
COc1cccc(C(=O)/C=C/Nc2ccc(S(=O)(=O)Nc3cccc(C(C)=O)c3)cc2)c1	2	-4.0	3	-13	5	-4	-6	-13	1.1
C=CCn1c(SCC(N)=O)nc2scc(-c3ccc(C)o3)c2c1=O	8	-2.4	-24	-5	2	2	8	-2	-1.8
c1ccc(C2[C@H]3CN(CC4CCCCC4)[C@H](c4ccccc4)C34CC2(c2ccccc2)C4)cc1 (stereo partly specified)	·	·	·	·	3	-1	-12	6	·
C/C(=N/NC(=O)CSc1nc2ccccc2n1C)c1ccncc1	-6	-3.8	-5	-7	-1	-2	8	7	-1.1
Clc1ccc(-c2c[n+](Cc3ccc(Cl)cc3Cl)c3n2CCCCC3)cc1	-55	-2.9	0	15	3	4	8	-16	-0.9
COc1ccc(OCCCN(C)Cc2ccccc2)cc1	-2	-2.9	5	9	1	-4	4	-5	-0.6
Cc1nn2c(N)c(-c3ccccc3)cnc2c1-c1ccc(Cl)cc1	-9	-2.8	7	-4	2	-5	7	-8	-1.8
Cn1c(-c2ccccc2)c(C(=O)CC#N)c2ccccc21	-4	-0.7	2	-5	3	3	18	-3	-0.7
CCN1C(=O)CC(C(=O)Nc2ccc(F)cc2)SC1=Nc1cccc(OC)c1 (stereo unspecified)	-20	-1.4	-4	-7	-4	3	19	-8	-1.6
COC(=O)c1cc(S(=O)(=O)NCC2CCN(Cc3ccc(F)cc3)CC2)c[nH]1	-7	-4.2	-2	7	1	1	-10	8	-1.0
CCOc1ccc(NS(=O)(=O)c2ccc3[nH]c(=O)cc(C(=O)O)c3c2)cc1	6	-0.8	-5	-3	-7	3	6	-5	-0.2
Nc1c(-c2ccccc2)c(CSc2nc3ccccc3[nH]2)nn1-c1ccc(Cl)cc1	10	-5.0	2	-17	1	4	-11	-10	-3.6
Cc1ccc(SCc2cc(=O)n3[nH]cnc3n2)cc1	9	-1.6	0	5	7	7	-2	-2	-1.3
CC(=O)c1cccc(NC(=O)Nc2ccc3c(c2)N(C)C(=O)CS3)c1	6	-1.1	-3	-12	3	5	15	3	-0.8

Single values from the results shown.
c1ccc(C2[C@H]3CN(CC4CCCCC4)[C@H](c4ccccc4)C34CC2(c2ccccc2)C4)cc1 (stereo partly specified) @ UBC9 SUMO inh: -12
Cn1c(-c2ccccc2)c(C(=O)CC#N)c2ccccc21 @ pCIP destab: -3
C=CCn1c(SCC(N)=O)nc2scc(-c3ccc(C)o3)c2c1=O @ IMP-1 inh: -2.4
C/C(=N/NC(=O)CSc1nc2ccccc2n1C)c1ccncc1 @ M18AAP inhibitor: -5

Given with two lines to a compound: two of the compounds above.
Sequence of screens: NS3 helicase inh, IMP-1 inh, M18AAP inhibitor, DNA FID counter, IDE inh, IDE cell activ, UBC9 SUMO inh, pCIP destab, VIM-2 inhibitor
> Clc1ccc(-c2c[n+](Cc3ccc(Cl)cc3Cl)c3n2CCCCC3)cc1
  -55, -2.9, 0, 15, 3, 4, 8, -16, -0.9
> Cc1nn2c(N)c(-c3ccccc3)cnc2c1-c1ccc(Cl)cc1
  -9, -2.8, 7, -4, 2, -5, 7, -8, -1.8

New compounds follow
SMILES	NS3 helicase inh	IMP-1 inh	M18AAP inhibitor	DNA FID counter	IDE inh	IDE cell activ	UBC9 SUMO inh	pCIP destab	VIM-2 inhibitor
COc1ccc(N(C)C(=O)C2CCN(S(=O)(=O)c3cccc4nsnc34)CC2)cc1	-5	-1.1	2	-38	-1	3	11	-7	-2.4
CN1CCN(c2cc(=O)n(C3CCCCC3)c(=O)[nH]2)CC1	1	-3.4	-3	1	-5	6	-10	2	-1.4
Cc1nc(CCNC(=O)CC2C(=O)NCCN2Cc2ccccc2)nc2c1CCC2 (stereo unspecified)	-9	-1.5	-7	-20	·	3	15	-11	-2.5
O=C(Nc1cccc(C(F)(F)F)c1)c1cccnn1	0	0.0	-4	-1	0	4	15	-7	-2.0
Cc1ccc(-n2[nH]c(C)c(C=NCc3ccncc3)c2=O)cc1	4	-0.9	-5	-10	-7	1	13	-11	-2.6
CC(C)CCNC(=O)C(=O)NCc1ccccc1	3	-1.2	0	2	6	0	0	4	1.4
CCOC(=O)C1CCN(C(=O)C2CCCCC2)CC1	0	-3.8	4	-11	-1	4	8	-11	-2.5
CCc1ccc(/C=C2/Sc3ccccc3N(CC(=O)NCC3CCCO3)C2=O)cc1 (stereo unspecified)	-7	1.0	8	-35	-2	5	-9	-10	1.5
COc1ccc2c(C)nc(Nc3nc(-c4ccccc4)cc(=O)[nH]3)nc2c1	-2	-2.9	6	-5	0	-2	27	-11	-1.5
O=C(CNC(=O)c1ccco1)NCC(=O)OCc1ccccc1Br	-13	-1.1	-4	-2	2	-2	1	-20	-3.0

Random draw from the library; about 3.6% have a hit in one of these screens.
